CHT block = inhibits the human high affinity choline transporter; Q9GZV3; CHT-expressing cells, membrane potential dye, choline response; stronger effect = lower value; B-score at 10 µM; 310,000 tested, 0.86% active;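 active = B-score over 3 SD under the library average, and starting fluorescence ratio not unusually high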;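 also: choline stimulus applied at its EC90 after an EC20 pre-addition; B-score computed on integrated fluorescence ratio after choline addition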
Target sequence (Q9GZV3 whole entry, looked up): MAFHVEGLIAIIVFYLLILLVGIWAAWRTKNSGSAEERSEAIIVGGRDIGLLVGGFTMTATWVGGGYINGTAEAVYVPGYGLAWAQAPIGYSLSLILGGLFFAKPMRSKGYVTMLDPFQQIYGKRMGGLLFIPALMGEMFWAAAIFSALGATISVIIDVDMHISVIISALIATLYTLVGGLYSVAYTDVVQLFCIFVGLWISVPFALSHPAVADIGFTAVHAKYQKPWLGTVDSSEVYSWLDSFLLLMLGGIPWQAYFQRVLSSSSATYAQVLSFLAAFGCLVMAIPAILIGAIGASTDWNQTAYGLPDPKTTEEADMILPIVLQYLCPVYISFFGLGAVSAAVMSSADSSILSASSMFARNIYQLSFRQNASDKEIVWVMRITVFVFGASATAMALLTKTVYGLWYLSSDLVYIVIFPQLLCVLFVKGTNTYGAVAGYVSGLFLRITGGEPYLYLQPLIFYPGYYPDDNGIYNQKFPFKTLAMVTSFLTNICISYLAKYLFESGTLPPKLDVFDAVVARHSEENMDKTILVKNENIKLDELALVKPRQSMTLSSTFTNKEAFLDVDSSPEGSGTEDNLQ
CHT allo act = allosteric activators of human choline transporter CHT. Q9GZV3. CHT-expressing cells, membrane potential dye, choline EC20; stronger effect = higher value; LV-AA mutant CHT in HEK293 cells. B-score at 10 µM. 310,000 tested, 0.49% active;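 active = initial fluorescence not abnormally high and integrated response B-score, plate-corrected, over 3 SD above library mean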
* hit, by the source's call; i = inactive.

SMILES	CHT block	CHT allo act
O=C(NCc1nnc(SCC(=O)N2CCCC2)o1)c1ccccc1F	i	i
COc1ccc(C(C(=O)NC2CCCC2)N(C(=O)c2csnn2)C2CCCC2)cc1 (stereo not given)	i	i
OCCN(CCO)c1ncnc2c1oc1ccc(Br)cc12	i	i
Cc1cccn2cc(-c3cccc(NC(=O)c4cccs4)c3)nc12	i	i
Cc1cc(OCC(=O)NCCc2ccc(Cl)cc2)c2c(C)cc(=O)oc2c1	i	i
Cc1cc(OC(C)C(=O)NCC(O)c2ccccc2)c2c(C)cc(=O)oc2c1 (stereo not given)	i	i
CCOc1cnc(-c2c(-c3c(Cl)cccc3Cl)noc2C)o1	i	i
CCOc1ccc(CCNC(=O)C(O)c2ccccc2)cc1 (stereo not given)	i	i
Cc1cc(C)nc(NS(=O)(=O)c2ccc(N/C=C3\CCCC3=O)cc2)n1	i	i
O=C(CCN1CCN(CCO)CC1)Nc1ccccc1	i	i
O=[N+]([O-])c1ccccc1S(=O)(=O)N1CCN(Cc2ccsc2)CC1	i	i
CCNC(=O)NC(=O)COC(=O)c1ccccc1SCC(=O)NC(=O)NCC	i	i
CCn1c2ccccc2c2cc(CC(N)=O)ccc21	i	i
COc1ccc(C(=O)NCc2nnc(SCC(=O)N3CCCCC3)o2)cc1	i	i
CCc1ccc(-c2cc(C)no2)cc1S(=O)(=O)Nc1cc(C)on1	i	i
O=C1c2ccccc2NC(c2ccccc2)N1c1ccc(O)cc1 (stereo not given)	i	i
CN(CC(=O)Nc1cccc(F)c1)C(=O)c1ccc2c(=O)n3c(nc2c1)CCC3	i	i
CC(=O)c1cccc(S(=O)(=O)N2CCC(C(=O)O)(c3ccccc3)CC2)c1	i	i
Cc1ccc(OCC(=O)N(Cc2ccccc2)C(C)C)c([N+](=O)[O-])n1	i	i
O=C(Nc1ccc(Cl)cc1)Nn1cnc2ccccc2c1=O	i	i
O=C(CN1C(=O)C2(OCCCO2)c2ccccc21)NCc1ccccc1	i	i
O=C(CC1NCCNC1=O)Nc1ccc2c(c1)OCCO2 (stereo not given)	i	i
CCN(CC)S(=O)(=O)c1ccc(NC(=O)c2cc(-c3ccccc3)nc3ccccc23)cc1	i	i
COc1ccc(C(=O)N(CCc2ccccc2)Cc2ccccc2)c(OC)n1	i	10.5*
O=C(N/N=C/c1ccc(OC(=O)c2ccc3c(c2)OCO3)cc1)c1cncc(Br)c1	i	i
CNC(=O)N(O)C1N(C)C(=O)N(CC(=O)OC)C1(C)C (stereo not given)	i	i
COc1ccc(N=C2NC(=O)CS2)c([N+](=O)[O-])c1	i	i
CCn1c(NCc2ccccn2)nc2ccccc21	i	i
COc1cc2c(=O)n(Cc3ccco3)c(=O)n(CC(=O)c3ccc(Br)cc3)c2cc1OC	i	i
CNC(=O)CSc1nnc(-c2ccco2)n1-c1cccc(C)c1	i	i
O=C(Nc1nc(-c2ccccn2)cs1)c1ccc2c(c1)OCCO2	i	i
O=C1CC(N(O)c2ccccc2)C(=O)N1c1cc(Cl)cc(Cl)c1 (stereo not given)	i	i
COc1ccc(NC(=O)c2cc(S(=O)(=O)N3CCOCC3)ccc2N2CCOCC2)cc1	i	i
CCC(=O)N(Cc1ccccc1)c1ccccn1	i	i
N#CCCn1c(SCC(=O)NCC2CCCO2)nc2ccccc21 (stereo not given)	i	i
CCN(CC)c1ccc(C(=O)N/N=C/c2ccc(OC)cc2OC)cc1	i	i
O=C(CSc1ccc(Cl)cc1)N1CCN(c2ccc(Cl)cc2[N+](=O)[O-])CC1	i	i
Cc1cc(C)n2nc(C(=O)N/N=C/c3ccco3)nc2n1	i	7.05*
NC1=NC(c2ccc(F)cc2)n2c(nc3ccccc32)N1 (stereo not given)	i	i
CCCN1Cc2cccc(C(=O)Nc3ccc(CC)cc3)c2C1=O	i	i
COC(=O)CN1C(=O)C(C)(C)Oc2ccc(C(=O)NC3CC3)cc21	i	i
CC1CCc2c(sc3ncnc(NCCCOC(C)C)c23)C1 (stereo not given)	i	i
CCOc1ccccc1C1C(C(=O)Nc2ccccc2OC)=C(C)Nc2nnnn21 (stereo not given)	i	i
COCCNC(=O)CCCn1c(=O)c2cc(OC)c(OC)cc2n(CC(=O)Nc2ccc(F)cc2)c1=O	i	i
COc1ccc(S(=O)(=O)NNC(=O)Nc2ccc(C)cc2C)c(OC)c1	i	i
O=C(Nc1c(C(=O)N2CCOCC2)oc2ccccc12)c1cccc([N+](=O)[O-])c1	i	i
COc1ccc(N2CCN(S(=O)(=O)c3cc(Br)cnc3N)CC2)cc1	i	i
CSc1nnc(CNC(=O)c2ccccc2)n1-c1cccc(C)c1	i	i
CCCCN1C(=O)C(=O)N(CC(=O)Nc2sc(C)c(CC)c2C(=O)OCC)C1=O	i	i
Cc1ccc2cccc(OCc3nnc(SCC(=O)O)n3C)c2n1	i	i
CCOc1ccc(C(=O)NCCO)cc1	i	i
N#Cc1cccnc1N1CCN(C(=O)c2ccco2)CC1	i	i
CCOC(=O)C(C(=O)Nc1ccccc1)C1CCCCC1 (stereo not given)	i	i
O=C(O)CCC(NS(=O)(=O)c1ccc(N2CCCC2=O)cc1)C(=O)O (stereo not given)	i	i
CSc1ccccc1C(=O)C1CCCN(C(=O)CCN2CCCO2)C1 (stereo not given)	i	i
CCc1cccc2c(C(=O)COC(=O)c3nn(C)c(=O)c4ccccc34)c[nH]c12	i	i
Cc1cc(C)cc(NS(=O)(=O)c2cnc(Cl)c(Cl)c2)c1	-8.01*	i
CN(C)/C(=N\S(=O)(=O)c1ccccc1)c1ccc(F)cc1	i	i
CCCCc1cc(=O)oc2cc(OCC(=O)NCc3ccccn3)c(Cl)cc12	i	i
Cc1ccccc1C(=O)NCCSc1ccccc1	i	i

Compound profiles, as listed above. Screens in order: CHT block	CHT allo act
`Cc1cc(C)cc(NS(=O)(=O)c2cnc(Cl)c(Cl)c2)c1` is listed with -8.01*	i
`CCCCc1cc(=O)oc2cc(OCC(=O)NCc3ccccn3)c(Cl)cc12` is listed with i	i

The listing continues.
SMILES	CHT block	CHT allo act
C[C@H](CCC(=O)O)[C@H]1CC[C@H]2[C@@H]3C(=O)C[C@@H]4CC(=O)CC[C@]4(C)[C@H]3CC(=O)[C@]12C	i	i
CN(CC(=O)Nc1ccccc1Cl)C(=O)CSC(=S)N1CCCC1	i	i
Cc1ccc(C#CC[N+]2(CC#Cc3ccc(C)cc3)CCCCC2)cc1	i	8.71*
Cc1c(Cl)cccc1N(CC(=O)O)S(C)(=O)=O	i	i
Cc1ccc(S(=O)(=O)N2CCC(C)CC2)cc1C(=O)NCc1ccccn1	i	i
COc1ccc(-c2c(C)nn(-c3ccccc3)c2N)cc1	i	i
COCn1c(-c2ccc(OC)c(OC)c2)nc2ccccc21	i	i
N#CC1=C(N)S[C@@H](C(=O)c2ccc(F)cc2)[C@@H]1c1cccs1	i	i
O=C1N/C(=C/c2cccs2)C(=O)N1Cc1ccccc1F	i	i
COc1ccc(-c2ncnc(C(F)(F)F)c2-c2csc(C)n2)c(O)c1	i	i
CCN(CC)S(=O)(=O)c1ccc(N2CCOCC2)c(NC(=O)c2ccc3ccccc3c2)c1	i	i
O=C(NCCS(=O)(=O)N1CCN(c2ccccc2)CC1)c1ccc(Br)o1	i	i
COc1cccc(CNC(=O)N2CCN(c3ccccc3)CC2)c1	i	i
COC(=O)c1cc(OC)c(OC)cc1NC(=O)Cn1nnc(-c2ccccc2Cl)n1	i	i
Cc1nc(NC(=O)C2CC2)sc1C(=O)Nc1ccccc1	i	i
CCCOc1ccc(C(=O)OCCN2CCCCC2)c(O)c1	i	i
Cc1ccc(/C=C/C(=O)NCc2ccccn2)o1	i	i
COCCCn1c(SCC(=O)Nc2ccc(C)cc2)nc2ccccc2c1=O	i	i
COc1ccccc1OCC(=O)Nc1ccc(NC(=O)COc2ccccc2OC)cc1	i	i
Nc1ccc(Br)c2c1C(=O)c1ccccc1C2=O	i	i
CCOC(=O)CCNC(=O)N1CCC(CCOc2ccccc2)(C(=O)OCC)CC1	i	i
CN(C)CCCN(C(=O)COc1ccc(Cl)cc1)c1nc2cc3c(cc2s1)OCO3	i	i
COc1ccccc1NC(=O)CSc1nc2ccccc2c(=O)n1CCNC(C)=O	i	i
COc1ccccc1Nc1nc(N)nc(CN2CCN(c3ccccc3F)CC2)n1	i	i
O=S(=O)(Nc1ncccn1)c1cc(Cl)ccc1Cl	i	i
C=CCn1c(SCc2cccc3ccccc23)nnc1-c1cccnc1	i	i
O=C(CN1N=C(c2ccc(Cl)cc2)CCC1=O)NCc1cccnc1	i	i
COC(=O)CCNC(=O)c1nn(Cc2ccccc2)c(=O)c2ccccc12	i	i
O=C(O)Cn1nc(C(F)(F)F)c2c1CCC2	i	i
CN(C)c1cccc2c1c(NS(=O)(=O)c1cn(C)cn1)nn2C	i	i
COc1cccc(CNC(=O)CCCC(=O)Nc2cccc([N+](=O)[O-])c2)c1	i	i
CCN(CC)S(=O)(=O)c1csc(C(=O)NCc2ccccc2)c1	i	i
CC1(C)Cc2c(sc3nc(SCC(=O)NCc4ccccc4)n(-c4ccccc4)c(=O)c23)CS1	i	i
O=c1cc(-c2ccccc2Cl)oc2c(Br)ccc(O)c12	i	i
CCOC(=O)C1CCN(C(=O)c2ccc3c(c2)NC(=O)/C(=C/c2ccccc2)S3)CC1	i	i
CCOC(=O)c1ccc(NS(=O)(=O)c2ccc(Cl)nc2)cc1	i	i
Cc1c(NC(=O)C(C)OC(=O)c2ccc([N+](=O)[O-])s2)c(=O)n(-c2ccccc2)n1C (stereo not given)	i	i
CCOC(=O)c1c(C)nc(C)c(C(=O)OCC)c1-c1ccco1	i	i
N=c1n(CC(=O)c2ccc([N+](=O)[O-])cc2)c2ccccc2n1Cc1ccccc1Cl	i	i
COc1ccc2[nH]c(=O)c(CN(Cc3nnnn3CCc3ccccc3)CC3CCCO3)cc2c1 (stereo not given)	i	i
COc1ccc(OC)c(NC(=O)c2ccc3c(c2)C(=O)N(c2ccc(OC(C)=O)cc2)C3=O)c1	i	i
COc1ccc(NC(=O)CCN2C(=O)/C(=C/c3ccc4c(c3)OCO4)SC2=S)cc1	i	i
COc1ccc(OC)c2[nH]c(=O)c(CCNC(C)=O)cc12	i	i
CSc1ncc(CN2CCCC(C(=O)Nc3ccc(-c4ccco4)cc3)C2)cn1 (stereo not given)	i	i
N#Cc1c(-c2ccccc2)nc(SCc2cccc(C(F)(F)F)c2)[nH]c1=O	i	i
O=C(Nc1ccsc1C(=O)NC1CCCCC1)c1ccccc1	i	i
COCCCNC(=O)c1ccccc1C(F)(F)F	i	i
CCOc1ccc(C(C)=O)cc1N1C(=O)C2C3C=CC(C3)C2C1=O (stereo not given)	i	i
CCC(=O)Oc1ccc(C(=O)Nc2c[nH]c(=O)[nH]c2=O)cc1	i	i
COc1ccc2c(c1OC)C(=O)N(c1ccc(C)cc1)C2	i	i
CC(=O)c1cccc(NC(=O)c2ccc(C(=O)Nc3cccc(C(C)=O)c3)nc2)c1	i	i
S=c1[nH]nc(-c2ccccc2)n1Cc1ccccc1	i	i
O=C1CCCC2=C1C(c1ccsc1)CC(=O)N2c1ccccc1F (stereo not given)	i	i
OC(CNCCCN1CCCCC1)COc1ccccc1 (stereo not given)	i	i
CN(C)CCCNC(=S)N(CCO)Cc1cc2cc3c(cc2[nH]c1=O)OCO3	i	i
COc1ccccc1CC(=O)N1CCC(n2nccc2NC(=O)C2CCOC2)CC1 (stereo not given)	i	i
O=C(CCc1ccccn1)N1CCCC(Nc2cccc(F)c2)C1 (stereo not given)	i	i
Cn1c(SCC(=O)c2c(N)n(C)c(=O)n(C)c2=O)nnc1-c1ccccc1	i	i
COc1ccc(CN=C2NN=C(c3ccc(Cl)cc3)CS2)cc1	i	i
CC1=C(C(=O)OCc2ccccc2)C(c2ccc(-c3ccccc3)cc2)NC(=O)N1CCCC(=O)O (stereo not given)	i	i

(next part)
SMILES	CHT block	CHT allo act
C=CCn1c(SCC#N)nc2sc(CC)cc2c1=O	i	i
Nc1ccc(Br)cc1Br	i	i
Cc1cccc(CSc2ncccc2C(=O)O)c1	i	i
O=C(NCC(c1ccco1)N1CCN(c2ccccc2F)CC1)c1ccco1 (stereo not given)	i	i
O=C1C2C3C=CC(C3)C2C(=O)N1CCN1CCN(S(=O)(=O)c2ccc3ccccc3c2)CC1 (stereo not given)	i	i
CCCCCC1CC(CC(C)C(=O)Nc2nncs2)C(=O)O1 (stereo not given)	i	i
O=C(Nc1ccc(F)cc1)N1CCCN(c2nccc(C(F)(F)F)n2)CC1	i	i
Cc1nc(-c2ccccc2)sc1-c1ccn[nH]1	i	i
Cc1cc(NC(=O)COc2ccccc2C)ccc1NC(=O)c1ccco1	i	i
O=C(COC(=O)CCC(=O)Nc1nccs1)NCc1ccco1	i	i
Cc1ccc(Cl)cc1NC(=O)Cn1nc(-c2cccs2)ccc1=O	i	i

For convenience, some entries already given:
SMILES	CHT block	CHT allo act
COc1ccccc1CC(=O)N1CCC(n2nccc2NC(=O)C2CCOC2)CC1 (stereo not given)	i	i
O=C(CCc1ccccn1)N1CCCC(Nc2cccc(F)c2)C1 (stereo not given)	i	i
Cn1c(SCC(=O)c2c(N)n(C)c(=O)n(C)c2=O)nnc1-c1ccccc1	i	i
COc1ccc(CN=C2NN=C(c3ccc(Cl)cc3)CS2)cc1	i	i
CC1=C(C(=O)OCc2ccccc2)C(c2ccc(-c3ccccc3)cc2)NC(=O)N1CCCC(=O)O (stereo not given)	i	i
C=CCn1c(SCC#N)nc2sc(CC)cc2c1=O	i	i
Nc1ccc(Br)cc1Br	i	i
Cc1cccc(CSc2ncccc2C(=O)O)c1	i	i
O=C(NCC(c1ccco1)N1CCN(c2ccccc2F)CC1)c1ccco1 (stereo not given)	i	i
O=C1C2C3C=CC(C3)C2C(=O)N1CCN1CCN(S(=O)(=O)c2ccc3ccccc3c2)CC1 (stereo not given)	i	i
CCCCCC1CC(CC(C)C(=O)Nc2nncs2)C(=O)O1 (stereo not given)	i	i
O=C(Nc1ccc(F)cc1)N1CCCN(c2nccc(C(F)(F)F)n2)CC1	i	i
Cc1nc(-c2ccccc2)sc1-c1ccn[nH]1	i	i
Cc1cc(NC(=O)COc2ccccc2C)ccc1NC(=O)c1ccco1	i	i
O=C(COC(=O)CCC(=O)Nc1nccs1)NCc1ccco1	i	i
Cc1ccc(Cl)cc1NC(=O)Cn1nc(-c2cccs2)ccc1=O	i	i

From PubChem BioAssay
